FadD28 binding – blocks FadD28 binding to the bisubstrate probe | fluorescence polarization | AID 588549 | 360,000 tested, 0.22% active | inhibition, % at 12.5 µM; in the data active = inhibition above about 8.5%, passing the limit was not always enough; inconclusive = no clear call, values can overlap the other calls
BoNT F protease – BoNT F light chain protease inhibition. AID 588497. inhibition, % at 10 µM. 360,000 tested, 0.22% active. Multiplex microsphere protease cleavage assay, flow cytometry; in the data active = inhibition above about 35%, passing the limit was not always enough; inconclusive = no clear call, values can overlap the other calls; also: plate controls were buffer without enzyme for full effect and enzyme alone for no effect
UGM FP inh – Mtb UDP-galactopyranose mutase inhibition | 320,000 tested, 0.06% active | inhibition, % at 10 µM | P9WIQ1 | purified UGM, fluorescence polarization probe displacement; in the data active = inhibition above about 10%, passing the limit was not always enough; inconclusive = no clear call, values can overlap the other calls
Target sequence (P9WIQ1 whole entry, looked up): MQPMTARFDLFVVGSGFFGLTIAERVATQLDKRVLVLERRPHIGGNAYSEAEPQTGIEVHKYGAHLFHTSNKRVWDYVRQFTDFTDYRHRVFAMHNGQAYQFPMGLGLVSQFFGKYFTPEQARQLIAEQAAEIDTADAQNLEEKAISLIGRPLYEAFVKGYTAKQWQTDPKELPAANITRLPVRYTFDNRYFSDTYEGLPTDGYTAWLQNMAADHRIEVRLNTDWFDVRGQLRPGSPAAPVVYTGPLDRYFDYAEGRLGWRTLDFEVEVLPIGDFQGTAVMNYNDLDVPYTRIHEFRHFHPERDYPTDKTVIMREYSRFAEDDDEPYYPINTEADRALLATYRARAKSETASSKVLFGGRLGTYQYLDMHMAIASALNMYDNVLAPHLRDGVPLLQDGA
FBA Mtb inh – Mtb fructose-bisphosphate aldolase inhibition; P9WQA3; purified M. tuberculosis FBA, fluorescence read-out; inhibition, % at 1 µM; 360,000 tested, 2.3% active; AID 588726; in the data active = inhibition above about 27%;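 also: 0% = vehicle and 100% = reference inhibitor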
Target sequence (P9WQA3 whole entry, looked up): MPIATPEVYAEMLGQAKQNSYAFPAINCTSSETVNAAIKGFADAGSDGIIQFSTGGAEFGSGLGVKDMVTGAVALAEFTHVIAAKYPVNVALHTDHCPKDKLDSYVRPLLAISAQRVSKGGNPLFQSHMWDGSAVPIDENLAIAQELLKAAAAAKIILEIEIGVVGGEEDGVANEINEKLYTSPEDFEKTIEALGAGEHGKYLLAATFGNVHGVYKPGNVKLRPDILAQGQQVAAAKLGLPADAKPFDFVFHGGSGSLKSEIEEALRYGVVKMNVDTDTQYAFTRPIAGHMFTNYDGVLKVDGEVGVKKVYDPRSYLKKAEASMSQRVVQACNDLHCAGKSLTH
CCHFV vOTU inh – blocks the CCHF virus ovarian tumor domain protease; AID 651958; CCHFV vOTU protease, Pep-AMC fluorescence; inhibition, % at 11.5 µM; 370,000 tested, 0.55% active; also: 0% = vehicle wells with enzyme and 100% = no enzyme wells
GDH-TPI inh – GDH-TPI coupled enzyme inhibition counter-screen. inhibition, % at 4.8 µM. GDH-TPI coupled enzyme counterscreen, NADH absorbance. 360,000 tested, 1.2% active;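 also: 0% = DMSO wells and 100% = wells lacking the enzyme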
PrPC surface inh – cell surface PrPC inhibition, primary TR-FRET screen; inhibition, % at 13.8 µM; 370,000 tested, 0.43% active; P04156; TR-FRET read-out; AID 720596; in the data active = inhibition above about 24%; also: 0% = median of the test wells and 100% = reference compound wells
BoNT A protease – inhibitors of Botulinum neurotoxin A light chain protease | multiplex microsphere protease substrate cleavage, flow cytometry | inhibition, % at 10 µM | 360,000 tested, 0.17% active; in the data active = inhibition above about 30%; inconclusive = no clear call, values can overlap the other calls; also: plate controls were buffer without enzyme for full effect and enzyme alone for no effect
Mtb BioA inh – BioA (M. tuberculosis) enzyme inhibition. purified M. tuberculosis BioA enzyme, plate reader. inhibition, % at 9.99 µM. 360,000 tested, 0.096% active; in the data active = inhibition above about 40%; inconclusive = no clear call, values can overlap the other calls
Active calls of the source: *; u = inconclusive; x = not tested or not shown. Rule as the data show it, unless noted: active = inhibition above about 30%; inactive = the rest.

Sample of the layout (6 entries):
SMILES	FadD28 binding	BoNT F protease	UGM FP inh	FBA Mtb inh	CCHFV vOTU inh	GDH-TPI inh	PrPC surface inh	BoNT A protease	Mtb BioA inh
Nc1ccc(N2CCN(c3ccc(F)cc3)CC2)cc1	-5.5	-26	-1.2	-4	12	-8	6	0.2	x
O=C(c1ccc(NS(=O)(=O)c2cccc([N+](=O)[O-])c2)cc1)N1CCN(C(=O)c2ccco2)CC1	-3.6	4	-3.5	-2	9	7	-18	0.8	2.1
Cc1c(S(=O)(=O)NC2CCCCC2)c(=O)n(C)c(=O)n1C	-2.8	-11	1.7	1	-4	-4	-3	-0.4	x
CN(Cc1ccccc1)Cc1c[nH]c2ccccc12	-1.7	-6	4.6	2	19	9	0	0.3	0.9
COc1ccc(NC(=O)COc2ccc(C(=O)NC3CCCc4ccccc43)cc2OC)cc1 (stereo not drawn)	-3.3	1	-4.7	3	-2	4	3	-0.1	x
COc1ncccc1-c1nnn(-c2ccc(F)cc2)n1	-0.6	-6	-1.7	-1	7	-3	0	-0.4	0.2

Results (from the top)
SMILES	FadD28 binding	BoNT F protease	UGM FP inh	FBA Mtb inh	CCHFV vOTU inh	GDH-TPI inh	PrPC surface inh	BoNT A protease	Mtb BioA inh
Nc1ccc(N2CCN(c3ccc(F)cc3)CC2)cc1	-5.5	-26	-1.2	-4	12	-8	6	0.2	x
O=C(c1ccc(NS(=O)(=O)c2cccc([N+](=O)[O-])c2)cc1)N1CCN(C(=O)c2ccco2)CC1	-3.6	4	-3.5	-2	9	7	-18	0.8	2.1
Cc1c(S(=O)(=O)NC2CCCCC2)c(=O)n(C)c(=O)n1C	-2.8	-11	1.7	1	-4	-4	-3	-0.4	x
CN(Cc1ccccc1)Cc1c[nH]c2ccccc12	-1.7	-6	4.6	2	19	9	0	0.3	0.9
COc1ccc(NC(=O)COc2ccc(C(=O)NC3CCCc4ccccc43)cc2OC)cc1 (stereo not drawn)	-3.3	1	-4.7	3	-2	4	3	-0.1	x
COc1ncccc1-c1nnn(-c2ccc(F)cc2)n1	-0.6	-6	-1.7	-1	7	-3	0	-0.4	0.2
COc1ccc(N(C(=O)Cn2nnc(-c3ccc(Cl)cc3)n2)C(C(=O)NCC2CCCO2)c2ccncc2)cc1 (stereo not drawn)	-2.3	-6	-1.1	-4	-5	4	-5	-0.6	x
N#Cc1ccccc1COC(=O)c1cc(=O)c2ccccc2o1	0.3	-5	1.3	-3	2	2	1	-0.3	0.9
CCN(CC)Cc1c(C(=O)N/N=C/c2cccs2)nnn1-c1nonc1N	-2.2	1	-0.5	3	-3	13	2	0.2	1.9
COc1ccccc1C(=O)NNC(=O)c1ccc(C)cc1	-3.8	-6	0.6	1	-6	11	-7	-3.0	-1.6
COc1ccc(C(=O)Nc2ccc(NC(=O)c3ccccc3F)cn2)cc1	x	-24	0.9	2	5	4	-2	-8.6	x
FC(F)(F)Oc1ccccc1C(c1nnnn1-c1ccc2c(c1)OCCO2)N1CCN(C/C=C/c2ccccc2)CC1 (stereo not drawn)	-1.5	-8	x	-2	10	x	3	-1.1	0.4
Cc1ccc(N2C(=O)/C(=C/c3ccco3)SC2=S)cc1	0.8	0	1.2	-1	8	14	2	7.6	x
Cc1cc(C(=O)N/N=C/c2cccnc2)c(C)o1	0.9	-8	-1.0	4	3	12	-4	0.0	x
Cc1cn([C@H]2C[C@H](O)[C@@H](/C=C/C(=O)NCCC(C)C)O2)c(=O)[nH]c1=O	-1.1	-8	x	-1	3	x	2	-0.4	-1.1
CC(C)(C)c1ccc(OCC(=O)Nc2ccc(C(=O)Nc3ccccc3C(=O)O)cc2)cc1	-1.0	10	0.8	0	18	10	-2	0.1	0.2
COc1cc(C(=O)NC(=S)Nc2ccc([N+](=O)[O-])cc2)cc(OC)c1OC	1.7	-2	1.9	-1	12	7	7	-0.2	-2.1
COc1ccc(-c2nc(NC(=O)Cn3c(=O)oc4ccccc43)sc2C)cc1	1.0	-2	-1.1	0	-1	6	-2	-0.1	-0.3
Brc1cc2c(cc1C1OCCO1)OCO2	-0.6	-4	x	1	6	10	-7	-0.4	x
COc1cc(OC)cc(C(=O)OCC(=O)NC(C)CCc2ccccc2)c1 (stereo not drawn)	0.7	-15	-0.6	6	-9	9	-1	-0.3	-6.8
COc1ccc(-c2oc3c(c2C#CC(C)(C)O)C(OC)CCC3)cc1 (stereo not drawn)	x	2	x	x	-53	x	4	0.1	x
O=C(Nc1cccc(Cl)c1)Nc1nnc(CSCCOc2ccc(Cl)cc2)s1	-3.0	-2	0.9	3	-5	-1	-7	-0.1	1.4
CCN1C(=O)C(CC(=O)Nc2ccc(F)cc2)N(Cc2ccco2)C1=S (stereo not drawn)	-0.6	3	1.9	-2	14	1	-3	0.0	0.2
N=C(N)c1ccc(/C=C/c2ccc(C(=N)N)cc2O)cc1	-4.7	u	0.1	5	-12	12	-32	u	x
O=c1[nH]n2c(C(F)(F)F)cc(C3CC3)nc2c1N=Nc1ccccc1	-0.8	3	2.7	-2	8	11	-4	-1.1	x
CCCCn1cnc2cc(C)c(C)cc21	-0.7	-6	-0.3	1	5	-6	-2	0.6	x
O=C(NCc1ccccc1)c1onc(CSc2nc3ccccc3[nH]2)c1C(=O)NCc1ccccc1	-0.8	-10	2.6	28*	11	12	-4	-0.5	0.3
Cc1ccccc1C(=O)N1CCC(C(=O)Nc2ccc(S(=O)(=O)N3CCCC3)cc2)CC1	-5.2	u	1.9	-1	5	0	6	0.2	-2.3
N#Cc1cc(C(=O)c2cc(Cl)ccc2O)cn(CC2CCCO2)c1=O (stereo not drawn)	-0.4	4	-1.9	2	13	11	-4	0.6	-2.4
Cc1ccccc1OCC(=O)NNC(=O)c1ccc(-c2ccccc2)cc1	-0.7	-6	-0.5	3	10	3	-11	-0.3	-1.1
COc1ccccc1C(=O)OCC(=O)N1CCC(Cc2ccccc2)CC1	-0.1	-14	x	-1	19	3	8	-1.0	5.8
Cc1cc(C)nc(SCC(=O)NN=C2CCCC2)n1	0.1	0	0.5	3	-5	5	11	0.1	x
C=CCOC(=O)C(C#N)c1nc2ccccc2nc1N1CCN(c2ccccc2OCC)CC1 (stereo not drawn)	-0.9	5	0.2	-1	-11	-1	3	13	x
O=c1c2ccccc2sn1-c1ccc(F)cc1	0.9	-7	-0.4	-1	-9	10	6	4.2	0.5
Cc1sc(NC(=O)CS(=O)(=O)c2ccccc2)c(C(N)=O)c1C	-3.0	7	-0.8	-1	-4	-1	0	6.1	-0.1
C=CCn1c(SCC(=O)NCCCC)nc2scc(-c3ccco3)c2c1=O	-3.3	7	-1.1	-1	-1	2	3	2.3	0.2
CCn1cc(C2=NOC(C(=O)Nc3ccccc3C(=O)OC)C2)c(C)n1 (stereo not drawn)	-0.6	-5	-0.1	1	x	6	x	-0.9	x
CC[C@]12c3[nH]c4ccccc4c3CCN1C(=O)C(CC(=O)NCc1ccc(OC)c(OC)c1)C[C@@H]2C(=O)N1CCN(C(=O)C2CC2)CC1 (stereo partly drawn)	-0.9	-9	4.6	3	-4	9	0	-0.4	-3.3
Cc1ccccc1NC(=O)CN1C(=O)S/C(=C/c2cccnc2)C1=O	1.4	8	1.6	2	5	2	-3	-0.2	-6.9
Cc1ccc2cc(CCNC(=O)C3CCCCC3)c(=O)[nH]c2c1C	-3.2	-7	0.3	0	-3	1	-2	-0.5	-0.5
CC(C)Oc1ccc(C(=O)Nc2nnc(C3=COCCO3)o2)cc1	-2.6	-9	0.1	-2	16	6	7	-1.7	-1.3
Cc1cccc(NC(=O)CSCC(=O)Nc2ccc(S(=O)(=O)N3CCCCC3)cc2)c1	-4.5	4	x	1	-9	-5	15	-1.0	0.1
CCOc1ccccc1NC(=O)CSc1n[nH]c(=O)n1-c1ccccc1	-1.4	u	0.5	1	-8	1	6	-3.2	-0.3
CCOc1ccccc1Nc1nc2ccccc2n1C(C)C	0.7	-4	-0.9	0	-1	0	4	-1.0	0.6
Brc1ccc(-c2noc(COc3ccc4c(c3)CCC4)n2)o1	-0.9	-9	-0.8	3	4	12	11	-0.8	-3.0
COc1cccc(C(C)(O)c2nc(-c3cccc(C(C)C)c3)cs2)c1 (stereo not drawn)	-1.6	-4	x	2	8	13	6	0.2	-0.4
Cc1ccc(-c2noc(CCC(=O)Nc3ccccc3C)n2)cc1	-0.9	-6	-3.4	-1	2	-3	7	-0.4	-2.9
COc1cc2[nH]c(=S)nc(Nc3ccc(NC(C)=O)cc3)c2cc1OC	-2.7	-3	2.1	3	13	11	-7	0.2	x
CCCCCCCC(=O)Nc1cc(C(=O)NCc2ccc(C)cc2)ccc1N1CCC2(CC1)CC(c1ccccc1)=NO2	-3.5	2	-3.3	-1	4	-6	7	-0.4	-1.0
CC1CCCC(NC(=O)c2cc(-c3ccncc3)nc3ccccc23)C1C (stereo not drawn)	-3.1	u	x	4	-4	2	-7	u	0.0

Next compounds follow.
SMILES	FadD28 binding	BoNT F protease	UGM FP inh	FBA Mtb inh	CCHFV vOTU inh	GDH-TPI inh	PrPC surface inh	BoNT A protease	Mtb BioA inh
CCOC(=O)CC(SP1(=S)OCC2(CC=CCC2)CO1)C(=O)OCC (stereo not drawn)	-2.1	-2	x	6	1	1	2	0.1	0.2
CCOC(=O)c1ccc(NC(=O)CCc2nnc3ccc(N4CCCC4)nn23)cc1	-0.4	-5	0.8	3	11	3	0	-3.3	-1.3
COc1cccc(Oc2nccc(N(C)C)c2C#N)c1	-2.9	4	1.6	1	-13	9	1	-0.5	1.0
COc1ccc(NC(=O)c2cc(CC(C)C)on2)cc1OC	-3.8	-5	-1.4	-2	15	7	11	-0.7	-1.0
CCc1nc2ccccc2c(=O)n1NC(=O)c1c(O)c2cccc3c2n(c1=O)CCC3	-3.0	-5	-1.5	3	10	1	-4	-0.2	-2.6
CCOCCCNC(=O)c1c[nH]c2ccc(C)cc2c1=O	-0.9	-1	-4.2	-2	-1	2	2	-1.0	x
O=C(Nc1ccc2c(c1)OCCO2)c1cncc(Br)c1	-3.0	4	3.4	-1	10	3	9	0.5	-2.1
Cc1cc(F)ccc1S(=O)(=O)N1CCCOC1CNC(=O)C(=O)NCCCN1CCOCC1 (stereo not drawn)	-1.3	-3	-0.4	-1	-3	2	4	-1.0	-1.8
CCCCn1c(SCC(=O)Nc2ccc(NC(C)=O)cc2)nc2ccccc2c1=O	0.1	13	5.0	-3	-3	16	-6	1.5	1.6
O=c1cc(-c2ccccc2)[nH]c2[nH]n(-c3ccccc3)c(=O)c12	4.5	-3	-1.4	-3	1	9	-6	-1.9	-0.6
COc1ccc(S(=O)(=O)N2CCCCC2)cc1NC(=S)Nc1cccc(Cl)c1C	-3.7	-1	0.4	-1	5	0	6	-0.6	x
CN(C)C=NC(=O)c1[nH]c2ccc(Cl)cc2c1-c1ccccc1	-4.0	-13	-0.7	9	-5	7	-4	1.7	-1.0
Clc1cccc(N2Cc3ccccc3-n3nncc3C2)c1	-6.4	-4	x	-1	3	x	4	-0.2	-0.4
CCCn1nc2cc(C(=O)NCC34CC5CC(CC(C5)C3)C4)ccc2c1OCC	-3.9	1	2.1	29*	-21	9	11	-0.8	0.2
CCOC(=O)c1cccc(NC(=O)c2cnc3ccccc3n2)c1	-6.9	-26	0.0	-4	4	21	5	-0.8	5.3
COc1ccc(CNC(=O)CN(C(=O)c2csnn2)c2ccccc2F)cc1	-0.1	-6	-2.1	2	15	6	-7	-1.1	-1.8
COc1ccc(C(=O)COC(=O)CCN2C(=O)C3CC=CCC3C2=O)c(OC)c1 (stereo not drawn)	1.0	-5	x	1	6	5	-4	-1.0	x
COc1ccccc1CN1CCN(C(=O)Cc2ccccc2)CC1	-2.4	-2	-0.6	3	7	7	4	-0.3	0.8
O=C(CSc1nnc(NC(=O)C2CC(=O)N(c3ccccc3)C2)s1)NCC1CCCO1 (stereo not drawn)	-2.7	-1	5.5	-1	-3	2	-8	-0.1	-1.0
O=C(CSc1nnc(NC(=O)C2CCC2)s1)NC1CC1	-0.2	-16	2.2	-1	1	2	-2	0.8	0.8
C/C=C/CSc1nc2c(c(=O)[nH]c(=O)n2C)n1C(C)C	-3.1	-39	0.6	0	2	-3	-1	-3.0	-3.2
